Pol iota inh: blocks human DNA polymerase iota activity; Potency, µM (series often up to 115 µM), without a hit: top-dose activity, negative = inhibition, usual class: inhibitors; Q9UNA4; Pol iota fluorescent replication assay, 10 min; 390,000 tested, 1% active; AID 588590; also: potency is read from the fitted curve at half-maximal effect
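Pol iota at 10 nM preincubated 15 min with compounds at room temperature; reaction started with fluorescent substrate, 50 nM final. Fluorescence read kinetically at 0 and 10 min; buffer-only wells as negative control.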
POLK inh: DNA polymerase kappa (human) inhibition; Q9UBT6; Potency, µM (doses to about 107 µM), for the others: at the highest dose activity, negative = inhibition, hits mostly inhibitors; 400,000 tested, 0.53% active; purified Pol kappa, fluorescent DNA synthesis assay, 10 min; also: potency is read from the fitted curve at half-maximal effect; % is scaled to controls: 0 for no effect and ±100 for the full control effect
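Here, compound and 10 nM enzyme are combined for 15 min at room temperature; adding 50 nM substrate (final) starts DNA synthesis, tracked by fluorescence at 0 and 10 min against buffer-only wells.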
POLH inh: blocks human DNA polymerase eta activity; recombinant Pol eta, fluorescent DNA replication assay; Potency, µM (series often up to 114 µM), for the others: top-dose activity change, negative = inhibition, usual class: inhibitors; 390,000 tested, 1.2% active; AID 588591; also: potency is read from the fitted curve at half-maximal effect; % is scaled to controls: 0 for no effect and ±100 for the full control effect
Target sequence (Q9Y253 whole entry, looked up): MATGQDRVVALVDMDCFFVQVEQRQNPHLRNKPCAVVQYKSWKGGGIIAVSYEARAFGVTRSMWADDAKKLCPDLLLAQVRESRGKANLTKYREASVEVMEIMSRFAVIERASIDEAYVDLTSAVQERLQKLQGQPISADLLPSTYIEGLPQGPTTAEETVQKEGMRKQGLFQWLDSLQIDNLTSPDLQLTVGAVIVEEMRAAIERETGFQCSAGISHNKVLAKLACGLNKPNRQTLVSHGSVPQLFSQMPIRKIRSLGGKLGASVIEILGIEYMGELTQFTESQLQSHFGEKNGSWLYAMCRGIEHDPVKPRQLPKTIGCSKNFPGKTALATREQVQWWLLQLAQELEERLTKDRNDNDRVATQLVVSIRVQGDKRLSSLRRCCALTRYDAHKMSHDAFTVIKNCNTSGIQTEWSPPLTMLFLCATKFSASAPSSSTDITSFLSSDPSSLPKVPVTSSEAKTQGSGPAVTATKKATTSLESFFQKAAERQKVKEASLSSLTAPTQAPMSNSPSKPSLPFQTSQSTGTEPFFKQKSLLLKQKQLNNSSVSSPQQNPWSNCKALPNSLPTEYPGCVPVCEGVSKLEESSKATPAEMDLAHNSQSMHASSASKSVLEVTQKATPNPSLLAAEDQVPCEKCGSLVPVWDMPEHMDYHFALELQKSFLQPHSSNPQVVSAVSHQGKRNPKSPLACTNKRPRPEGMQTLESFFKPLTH
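Fluorescent replication assay: 50 nM final substrate added after a 15 min room-temperature compound preincubation with 10 nM enzyme. Signal taken at 0 min and again at 10 min.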
RXFP1 antagonist: RXFP1 (human) relaxin receptor antagonism; 350,000 tested, 0.59% active; HEK293-RXFP1, relaxin-stimulated cAMP HTRF, 30 min; active compounds read low; Q9HBX9; activity change, negative = inhibition, % at 57.5 µM;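 active = activity change of -60% or lower, but not beyond a set lower limit; inconclusive = change between -60% and -40%, or beyond the set limit; inactive = change above -40%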; also: % is scaled to controls: 0 for no effect and ±100 for the full control effect
Tb PGK inh: inhibitors of T. brucei phosphoglycerate kinase; P07378; PGK/GAPDH coupled, Kinase-Glo luminescence, 60 min; Potency, µM (doses to about 57.5 µM), for inactives: at the highest dose activity change, negative = inhibition, hits mostly inhibitors; 380,000 tested, 0.043% active; also: potency is read from the fitted curve at half-maximal effect; % is scaled to controls: 0 for no effect and ±100 for the full control effect; nearly all actives have a fitted effect of over 60% in size
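Luminescent ATP detection (Kinase-Glo Plus) follows a 60-minute room-temperature incubation, with wells lacking PGK as controls. Buffer: 100 mM TEA (pH 7.6), 5 mM MgCl2, 0.01% Tween-20. Coupling enzyme GAPDH (100 nM final) supplies unstable 1,3-BPG in-well.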
POLB inh: inhibitors of human DNA polymerase beta; P06746; Pol beta primer extension/strand displacement, fluorescence kinetic; Potency, µM (highest dose often 114 µM), for the others: top-dose activity change, negative = inhibition, actives largely listed as inhibitors; 340,000 tested, 1.3% active; AID 485314; also: potency is read from the fitted curve at half-maximal effect; % is scaled to controls: 0 for no effect and ±100 for the full control effect
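Kinetic readout of DNA synthesis with strand displacement by Pol beta. Compound and 10 nM enzyme sit 15 min at room temperature; 50 nM substrate starts the reaction, read immediately and at 10 min.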
Apoferritin bind: candidate novel general anesthetic via apoferritin binding | 350,000 tested, 0.074% active | Potency, µM (titrated, usually from 77.5 µM), for the others: at the top dose activity change, negative = displacement, usual class: inhibitors | apoferritin/1-aminoanthracene competitive binding, fluorescence | AID 485281; also: potency is read from the fitted curve at half-maximal effect; % is scaled to controls: 0 for no effect and ±100 for the full control effect; nearly all actives have a fitted effect of over 20% in size
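10 uM apoferritin + 50% sat. 1-AMA, PBS; cpd 10 min RT; Ex380/Em535 endpoint; normalized to free probe vs complex; 4-param Hill fit; propofol titration as pos. ctrl.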
APEX1 inh: APE1 (human) endonuclease inhibition. Potency, µM (doses to about 65.8 µM), for inactives: top-dose activity change, negative = inhibition, usual class: inhibitors. recombinant APE1, TAMRA/BHQ-2 abasic DNA cleavage fluorescence. P27695. 350,000 tested, 0.35% active;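 also: potency is read from the fitted curve at half-maximal effect; plate controls were vehicle for no effect and reference inhibitor for full effect; nearly all actives have a fitted effect of over 55% in size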
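Compound pre-exposure to 0.75 nM APE1, 15 min at ambient temperature. Reaction initiated with 50 nM TAMRA/BHQ-2 THF substrate, read immediately in kinetic mode, 525 nm excitation, 598 nm emission.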
BLM helicase inh: blocks DNA unwinding by human BLM helicase | recombinant BLM DNA unwinding, fluorescence dequenching | 350,000 tested, 0.2% active | AID 2528 | Potency, µM (doses to about 56.1 µM), for the others: at the top dose activity change, negative = inhibition, actives largely listed as inhibitors;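 also: potency is read from the fitted curve at half-maximal effect; plate controls were vehicle for no effect and no enzyme for full effect; nearly all actives have a fitted effect of over 35% in size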
* marks the source's active call; other numbers are inactive results; ? = inconclusive; & = joins results of further samples; [ ] = dose if it differs, or a comment. Unless noted, calls follow the shape of the dose curve; as a rule, active = well fitted curve in the direction sought with a large enough effect; inconclusive = small, poorly fitted or top-dose-only effect, or another doubt; inactive = no such curve, though single readings can be large; an effect the other way counts as inactive or inconclusive. An excerpt, so the mix of outcomes need not match the whole.

SMILES	Pol iota inh	POLK inh	POLH inh	RXFP1 antagonist	Tb PGK inh	POLB inh	Apoferritin bind	APEX1 inh	BLM helicase inh
c1ccc2nc(OCCN3CC3)ccc2c1	14%	3%	-16%	4	1%	-2%	-5%	0%	-11%
CCOC(=O)CC(NC(=O)C(Cc1ccc(N(CCCl)CCCl)cc1)NC(C)=O)C(=O)OCC (centres undefined)	52%[activator]	-1%	-8%	-9	-2%	?	4%	19%	-9%
CCCOP(=O)(OCCC)C(NC(=O)c1ccccc1)=C(Cl)Cl	29%	-15%	-20%	4	1%	1%	-5%	2%	1%
CCC/C(=N\O)c1c[nH]c2ccccc12	15%	-6%	-7%	-4	4%	22%	?	8%	-4%
CN1CCN(c2ncnc3c2cnn3C)CC1	12%	2%	-17%	-1	-3%	-7%	-6%	3%	0%
O=c1[nH]c(=S)n(Cc2ccc(F)cc2)c(O)c1C=NCC1CCCO1 (centres undefined)	13%	-8%	-1%	-3	7%	6%	?	-1%	-3%
COc1ccc(/C=C2\C(=O)NC(=S)N(C)C2=O)cc1C	?	50µM*	2.8µM*	-3	10µM*	30%	-19%	1%	-3%
COc1ccc2c(CCN)c[nH]c2c1	14%	5%[19.4 µM]	-11%	-12	2%	-1%	-10%&-2%	4%&4%	-5%
Cc1cccn2c(NCC3CCCO3)c(C(C)C)nc12 (centres undefined)	19%	-13%	-18%	15	-2%	9%	-5%	2%	-1%
C=CC1CN2CCC1CC2C(OC(C)=O)c1ccnc2ccc(OC)cc12 (centres undefined)	4%[58.9 µM]	-3%	-19%	3	-3%	-3%	-7%	-1%	4%
O=C(CNC(=O)c1ccc(Br)cc1)NCC(=O)OCC(=O)c1ccc([N+](=O)[O-])cc1	?	-16%	4%	-13	-1%	14%	5%	3%	-8%

Entries above that have an aryl methoxy group (three):
SMILES	Pol iota inh	POLK inh	POLH inh	RXFP1 antagonist	Tb PGK inh	POLB inh	Apoferritin bind	APEX1 inh	BLM helicase inh
COc1ccc(/C=C2\C(=O)NC(=S)N(C)C2=O)cc1C	?	50µM*	2.8µM*	-3	10µM*	30%	-19%	1%	-3%
COc1ccc2c(CCN)c[nH]c2c1	14%	5%[19.4 µM]	-11%	-12	2%	-1%	-10%&-2%	4%&4%	-5%
C=CC1CN2CCC1CC2C(OC(C)=O)c1ccnc2ccc(OC)cc12 (centres undefined)	4%[58.9 µM]	-3%	-19%	3	-3%	-3%	-7%	-1%	4%

Ordered by SMILES length (largest number first): part of the list above.
SMILES	Pol iota inh	POLK inh	POLH inh	RXFP1 antagonist	Tb PGK inh	POLB inh	Apoferritin bind	APEX1 inh	BLM helicase inh
CCCOP(=O)(OCCC)C(NC(=O)c1ccccc1)=C(Cl)Cl	29%	-15%	-20%	4	1%	1%	-5%	2%	1%
Cc1cccn2c(NCC3CCCO3)c(C(C)C)nc12 (centres undefined)	19%	-13%	-18%	15	-2%	9%	-5%	2%	-1%
CCC/C(=N\O)c1c[nH]c2ccccc12	15%	-6%	-7%	-4	4%	22%	?	8%	-4%
CN1CCN(c2ncnc3c2cnn3C)CC1	12%	2%	-17%	-1	-3%	-7%	-6%	3%	0%

Single entries from the list.
Value for O=C(CNC(=O)c1ccc(Br)cc1)NCC(=O)OCC(=O)c1ccc([N+](=O)[O-])cc1 under RXFP1 antagonist: -13
Value for COc1ccc2c(CCN)c[nH]c2c1 under POLK inh: 5%[19.4 µM]

Complete entries from above:
`Cc1cccn2c(NCC3CCCO3)c(C(C)C)nc12` (centres undefined) across the screens: Pol iota inh = 19%; POLK inh = -13%; POLH inh = -18%; RXFP1 antagonist = 15; Tb PGK inh = -2%; POLB inh = 9%; Apoferritin bind = -5%; APEX1 inh = 2%; BLM helicase inh = -1%
`O=C(CNC(=O)c1ccc(Br)cc1)NCC(=O)OCC(=O)c1ccc([N+](=O)[O-])cc1` across the screens: Pol iota inh = ?; POLK inh = -16%; POLH inh = 4%; RXFP1 antagonist = -13; Tb PGK inh = -1%; POLB inh = 14%; Apoferritin bind = 5%; APEX1 inh = 3%; BLM helicase inh = -8%
